# High-throughput results: PubChem BioAssay, several laboratories
# STAT3 activator – increases IL-6 driven STAT3 reporter signal; actives 0.91% (n = 190,000); U3A cells, IL-6 STAT3-luciferase reporter, luminescence; 100% = signal with IL-6 EC80 alone; activation (% of control), % at 5.6 µM;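 active = activation above the screen-wide mean of compound activation plus 3 SD, cut at about 130% in these data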;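 note: 0% = background luminescence of wells with medium and substrate only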
#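 Material: human U3A cells carrying STAT3-luciferase construct. Measured by: reporter luminescence signal. Timing: compound 1 h, then IL-6 6 h at 37 °C.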
# Hsp70 act – transcriptional activators of Hsp70 | actives 0.04% (n = 200,000) | activation, % at 10 µM | AID 1203 | HeLa Hsp70 promoter luciferase reporter, luminescence; scaled: vehicle 0, proteasome-inhibitor control 100%;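 active = activation above the mean across all tested compounds plus 3 SD, cutoff set per campaign, cut at about 5.5% in these data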;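 note: 100% = MG132 at 30 µM as the positive control and 0% = DMSO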
# STAT1 blocker – STAT1 signaling inhibition; NIH 3T3 STAT1-luciferase reporter, IFN-gamma, luminescence; inhibition, % at 5.5 µM; actives 0.35% (n = 200,000);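 active = inhibition above a set limit, the mean inhibition across all tested compounds plus 3 SD, cut at about 34% in these data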;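 note: 0% = IFN-gamma with DMSO and 100% = IFN-gamma with 300 µM nifuroxazide; values of inactives mirror those of a sister screen read the other way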
# STAT1 act – STAT1 signaling activation. activation (% of control), % at 5.5 µM. NIH 3T3 STAT1-luciferase reporter, IFN-gamma, luminescence; 100% = IFN-gamma alone, no compound. actives 2.6% (n = 200,000);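 active = activation above the screen-wide mean activation plus 3 SD, cut at about 130% in these data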;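 note: raw ratio to IFN-gamma control signal so 100% means no change and 0% no light; values of inactives mirror those of a sister screen read the other way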
# NF-kB neuron act – NF-kB expression increase, human neuronal cells; NF-kB reporter expression; stronger effect = higher value; fold change at 12.5 µM; actives 1.6% (n = 190,000); AID 1239; in the data active = fold change above about 3.3
# STAT3 blocker – reduces IL-6 driven STAT3 reporter signal; actives 0.89% (n = 190,000); inhibition, % at 5.5 µM; AID 862; U3A cells, IL-6 STAT3-luciferase reporter, luminescence; host cell line lacks STAT1;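 active = inhibition above the mean inhibition across all screened compounds plus 3 SD, cut at about 44% in these data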;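 note: 0% = DMSO only wells and 100% = 100 µM nifuroxazide control wells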
# FLuc inh counter – inhibits firefly luciferase, flagging false hits in luciferase inhibition screens | inhibition, % at 10 µM | actives 1.5% (n = 200,000) | ATPLite firefly luciferase biochemical luminescence, 10 min;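 active = inhibition above about 50% when tested at 10 µM, limit read from the data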
# Target sequence (P08659 whole entry, looked up): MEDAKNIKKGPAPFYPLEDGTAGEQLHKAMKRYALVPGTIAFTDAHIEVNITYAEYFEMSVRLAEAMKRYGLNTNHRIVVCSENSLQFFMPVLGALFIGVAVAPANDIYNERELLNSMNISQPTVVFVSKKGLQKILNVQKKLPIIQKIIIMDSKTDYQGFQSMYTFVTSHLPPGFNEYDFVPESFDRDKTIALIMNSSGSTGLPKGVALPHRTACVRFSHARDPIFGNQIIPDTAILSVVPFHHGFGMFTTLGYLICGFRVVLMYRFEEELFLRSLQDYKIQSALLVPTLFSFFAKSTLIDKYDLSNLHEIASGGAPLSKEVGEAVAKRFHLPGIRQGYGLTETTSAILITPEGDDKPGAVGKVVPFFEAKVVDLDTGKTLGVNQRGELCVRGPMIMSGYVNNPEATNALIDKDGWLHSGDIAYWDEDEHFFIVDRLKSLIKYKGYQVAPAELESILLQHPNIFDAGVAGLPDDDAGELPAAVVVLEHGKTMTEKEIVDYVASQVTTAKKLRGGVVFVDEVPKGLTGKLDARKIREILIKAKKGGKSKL
# APP 5'UTR act – APP 5'UTR luciferase reporter activation. SH-SY5Y APP 5'UTR luciferase reporter, luminescence; zero percent = DMSO vehicle wells. activation, % at 2 µM. actives 1% (n = 190,000). AID 1276;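 active = activation above a set limit, based on mean plus 3 SD of controls, cut at about 140% in these data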; note: values of inactives mirror those of a sister screen read the other way
# RAM network inh – blocks the yeast RAM network; S. cerevisiae dse1pr::URA3 reporter, 5-FOA growth OD615, 2 d; analog-sensitive cbk1-as2 kinase mutant strain; inhibition, % at 50 µM; actives 1.8% (n = 190,000);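 active = inhibition above a set limit, 3 SD over mean compound inhibition, cut at about 8.4% in these data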;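 note: 0% = DMSO-only wells with no growth and 100% = 10 µM 1-NA-PP1 full growth; inhibition rescues growth on 5-FOA so higher OD means more RAM inhibition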
# APP transl inh – APP translation inhibition | SH-SY5Y APP 5'UTR-luciferase reporter, luminescence | inhibition, % at 2 µM | actives 0.82% (n = 190,000) | AID 1285;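 active = inhibition above a set limit, derived from the sample mean plus 3 SD, cut at about 45% in these data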; note: values of inactives mirror those of a sister screen read the other way
# * hit, by the source's call. No enrichment for hits (roughly 7.7% active in at least one column).
SMILES,STAT3 activator,Hsp70 act,STAT1 blocker,STAT1 act,NF-kB neuron act,STAT3 blocker,FLuc inh counter,APP 5'UTR act,RAM network inh,APP transl inh
CC(C)(C)C(=O)CSc1nccc(=O)[nH]1,101,-0.4,2,98,0.98,2,-2,2,-0.7,-2
Cc1cc(C(=O)NCCN2CCCCC2C)n(-c2ccccc2)n1 (stereo unspecified),95,-0.1,1,99,0.86,12,-3,9,0.6,-9
Cc1ccc(SCc2ccc(C(=O)N3CCCCC3)cc2)cc1,100,-0.2,-3,103,1.6,8,0,4,1.2,-4
Cc1cc(Oc2nc3c(C)cccn3c(=O)c2/C=C(\C#N)S(=O)(=O)c2ccccc2)ccc1Cl,102,-0.3,-3,103,1,-4,-12,8,5.0,-8
COc1cccc(CN(C)C(=S)Nc2cccc(C)c2)c1,104,-0.2,-5,103,0.97,1,-7,0,0.5,0
COc1ccccc1NC(=O)c1cc(Cl)ccc1NC(=O)c1ccco1,100,-0.1,9,92,0.98,5,-6,-5,3.6,5
COc1ccc(NC(=O)c2ccc(NC(=O)C(C)C)cc2)c([N+](=O)[O-])c1,88,-0.4,2,98,0.96,16,-9,10,6.4,-10
O=c1cc(N2CCC3(CC2)OCCO3)[nH]c(=O)n1C1CCCCC1,102,0.1,-6,106,1,-1,1,-14,-0.5,14
Cc1ccc2oc(=O)n(CC(=O)O)c2c1,98,0.1,-4,103,1,8,-1,0,0.9,0
CCCCCNc1c(C(=O)OCC)c(=O)[nH]c2ccccc12,100,-0.3,7,94,0.78,6,-9,-5,0.8,5
Cc1ccc(NCN2C(=O)C3CC=C(Cl)CC3C2=O)cc1 (stereo unspecified),98,-0.2,-3,103,1.2,3,2,17,1.1,-17
O=C(N/N=C/c1ccccc1OCc1ccccc1)c1cccs1,107,0.6,-14,112,0.97,-11,25,4,4.3,-4
Cc1cc(N(CC(=O)NC(C)C)S(C)(=O)=O)ccc1Br,94,-0.1,-5,105,1.2,6,0,1,-0.1,-1
O=C(O)C1CCCCC1C(=O)NCc1ccccn1 (stereo unspecified),102,-0.2,-10,106,1.1,2,-2,-1,0.6,1
Cc1cc(C)n(-c2ccc(C(=O)OC(C)C)cc2)n1,101,0.1,1,99,1.5,3,4,-3,2.8,3
CCN1C(=O)c2c(C)nc3ccccc3c2C1=O,109,-0.1,-5,105,0.85,-8,-12,29,2.4,-29
O=C(NCCc1ccccc1)c1ccccc1NC(=O)C1CCCCC1C(=O)O (stereo unspecified),98,0.1,-23,120,2,8,-3,120,1.8,-120
CC(C)CCNC(=O)C(c1ccco1)N(CCCO)C(=O)Cn1nnc(-c2ccc(F)cc2)n1 (stereo unspecified),103,-0.4,-9,106,0.93,0,-12,10,-0.6,-10
CC(=O)Oc1ccc2c(C)cc(=O)oc2c1C(=O)c1ccccc1,98,-0.2,13,88,0.93,1,-5,-2,2.8,2
COc1ccc(-c2[nH]c(-c3ccc(C(=O)O)cc3)nc2-c2ccccc2)cc1,99,-0.2,13,88,1.1,13,-4,-4,0.5,4

# Shown with tabs: part of the list above
Structure	STAT3 activator	Hsp70 act	STAT1 blocker	STAT1 act	NF-kB neuron act	STAT3 blocker	FLuc inh counter	APP 5'UTR act	RAM network inh	APP transl inh
CC(C)(C)C(=O)CSc1nccc(=O)[nH]1	101	-0.4	2	98	0.98	2	-2	2	-0.7	-2
Cc1cc(C(=O)NCCN2CCCCC2C)n(-c2ccccc2)n1 (stereo unspecified)	95	-0.1	1	99	0.86	12	-3	9	0.6	-9
Cc1ccc(SCc2ccc(C(=O)N3CCCCC3)cc2)cc1	100	-0.2	-3	103	1.6	8	0	4	1.2	-4
Cc1cc(Oc2nc3c(C)cccn3c(=O)c2/C=C(\C#N)S(=O)(=O)c2ccccc2)ccc1Cl	102	-0.3	-3	103	1	-4	-12	8	5.0	-8
COc1cccc(CN(C)C(=S)Nc2cccc(C)c2)c1	104	-0.2	-5	103	0.97	1	-7	0	0.5	0
COc1ccccc1NC(=O)c1cc(Cl)ccc1NC(=O)c1ccco1	100	-0.1	9	92	0.98	5	-6	-5	3.6	5
COc1ccc(NC(=O)c2ccc(NC(=O)C(C)C)cc2)c([N+](=O)[O-])c1	88	-0.4	2	98	0.96	16	-9	10	6.4	-10
O=c1cc(N2CCC3(CC2)OCCO3)[nH]c(=O)n1C1CCCCC1	102	0.1	-6	106	1	-1	1	-14	-0.5	14
Cc1ccc2oc(=O)n(CC(=O)O)c2c1	98	0.1	-4	103	1	8	-1	0	0.9	0
CCCCCNc1c(C(=O)OCC)c(=O)[nH]c2ccccc12	100	-0.3	7	94	0.78	6	-9	-5	0.8	5
Cc1ccc(NCN2C(=O)C3CC=C(Cl)CC3C2=O)cc1 (stereo unspecified)	98	-0.2	-3	103	1.2	3	2	17	1.1	-17
O=C(N/N=C/c1ccccc1OCc1ccccc1)c1cccs1	107	0.6	-14	112	0.97	-11	25	4	4.3	-4
Cc1cc(N(CC(=O)NC(C)C)S(C)(=O)=O)ccc1Br	94	-0.1	-5	105	1.2	6	0	1	-0.1	-1
O=C(O)C1CCCCC1C(=O)NCc1ccccn1 (stereo unspecified)	102	-0.2	-10	106	1.1	2	-2	-1	0.6	1

# Continuation.
SMILES,STAT3 activator,Hsp70 act,STAT1 blocker,STAT1 act,NF-kB neuron act,STAT3 blocker,FLuc inh counter,APP 5'UTR act,RAM network inh,APP transl inh
CCOC(=O)Nc1ccc2c(c1)nc(CN1CCOCC1)n2C,99,-0.3,5,95,1.1,6,-4,-14,-1.3,14
CN(Cc1ccon1)C(=O)CCc1nnc(Cc2ccc(-c3ccccc3)cc2)o1,103,0.1,-7,104,0.49,-1,-1,3,5.2,-4
Cc1ccc(OCC(=O)n2nc(C)cc2C)c(Br)c1,112,-0.2,2,98,1.2,-12,4,-2,1.6,2
O=C(NCc1ccco1)c1nc2c(nnn2Cc2cccc(Cl)c2)c(=O)[nH]1,102,-0.1,-13,112,1,3,0,6,3.4,-6
COc1cccc(OCC(=O)Nc2ccccc2-c2ccccc2)c1,91,0.2,5,94,1,14,-2,-1,3.5,1
Cn1c(-c2ccccc2)cc2c3no[n+]([O-])c3ccc21,103,-0.3,-34,130*,1.5,6,-4,0,3.6,0
CCCCC(c1nnnn1CS(=O)(=O)c1ccc(C)cc1)N1CCN(c2ccccc2)CC1 (stereo unspecified),107,0.2,-5,105,1,-4,-5,11,4.3,-11
CCC1CCCCN1CCCNC(=O)C1CCN(S(=O)(=O)N2CCCCC2)CC1 (stereo unspecified),102,-0.3,1,99,0.94,5,-9,11,1.2,-11
Cc1ccoc1C(=O)Nc1ccc(CC(=O)O)cc1,52,-0.5,27,75,0.58,57*,57*,-79,2.1,79*
CC(=O)NC1=NN(C(C)=O)C(c2ccc(F)cc2)S1 (stereo unspecified),103,-0.2,-6,107,1.3,-3,-2,19,2.1,-19
O=C(Nc1nc(-c2ccccc2)cs1)c1cccc([N+](=O)[O-])c1,87,-0.2,-17,116,1.2,17,-1,35,6.3,-35
Cc1cc(OC(=O)c2ccc3ccccc3c2)c([N+](=O)[O-])c(=O)[nH]1,105,-0.5,-1,100,1.3,0,-4,-2,-0.6,2
CCOc1ccc(/C(O)=C2/C(=O)C(=O)N(CCOCCO)C2c2cccnc2)cc1 (stereo unspecified),101,-0.2,-4,104,1,2,-8,-3,2.6,4
O=C(CN1C(=O)C2C3CCC(C3)C2C1=O)Oc1ccc2ccccc2c1 (stereo unspecified),101,-0.4,6,95,0.96,4,-8,4,-0.2,-4
CCOc1ccc2nc(Cl)sc2c1,92,-0.1,-9,108,1.4,14,3,10,0.8,-10
C=CCN(CC=C)C(=S)Nc1cc(Cl)ccc1OC,95,-0.3,-3,101,0.92,11,-5,0,1.5,0
OC(COc1ccc2ccccc2c1Br)Cn1ccnc1 (stereo unspecified),94,-0.3,-2,102,1.2,10,-4,25,-0.1,-25
COc1ccc(C(NC(=O)N2CC(C)OC(C)C2)C(Cl)(Cl)Cl)cc1F (stereo unspecified),97,-0.4,15,86,0.97,0,-5,8,0.2,-8
CC(C)n1c(SCC(=O)NCc2ccco2)nc2c1c(=O)n(C)c(=O)n2C,100,0.3,3,97,0.85,2,-3,-3,1.4,3
CCCCCCCC(=O)N/N=C/c1ccc([N+](=O)[O-])o1,93,-0.4,14,87,1,7,-7,21,-0.8,-21
O=C(CCN1C(=O)c2ccccc2C1=O)Nc1cccnc1,93,-0.1,1,100,0.91,12,-4,-9,1.7,9
O=C(/C=C/c1ccc2c(c1)OCCCO2)c1ccccc1O,107,0.1,-31,128,3.6*,-8,77*,216*,6.2,-216
O=c1[nH]n2c(-c3ccccc3)nc(O)c2c2ccccc12,99,0.1,-18,114,1,6,-2,6,2.1,-6
CCOC(=O)c1c(CN2CCCCC2)n(C)c2cc(Br)c(OC)cc12,82,0.0,2,98,1.1,26,-13,13,0.8,-13
Cc1ccccc1CN1C[C@@H]2C[C@@H](c3cn[nH]c3-c3ccc(F)cc3)N3CCC[C@@]23C1=O,100,-0.2,19,82,0.98,6,-2,-7,0.9,6
CCCCn1c(SCC(=O)NCc2ccco2)nnc1-c1ccoc1C,102,-0.3,-1,101,1.1,4,-4,-10,0.6,10
CCCCCCP(=O)(O)c1ccccc1,103,-0.4,4,96,0.93,5,-6,24,2.5,-24
C/C(=N\NC(=O)c1ccccc1)c1ccc(N2CCOCC2)cc1,115,-0.2,-6,106,1.5,-11,0,18,1.2,-18
Cc1cc(C)c2nc(SCC(=O)NCCN3C(=O)CSC3=O)cc(C)c2c1,107,-0.5,7,94,1.1,-2,-5,-6,6.2,6
O=C(Nc1ccc(S(=O)(=O)N2CCOCC2)cc1)c1ccc(Br)o1,104,-0.3,7,93,1.2,0,-5,7,1.5,-7
Cc1cccc(N(CC(=O)NC2CCCC2)C(=O)CS(=O)CC(=O)Nc2ccc3c(c2)OCO3)c1 (stereo unspecified),88,0.1,1,99,0.95,20,-4,41,0.8,-41
Cc1ccc(S(=O)(=O)Nc2ccc(-c3nc4cc(NS(=O)(=O)c5ccc(C)cc5)ccc4o3)cc2)cc1,102,-0.4,-6,106,0.67,-4,-4,-1,3.2,1
COc1ccc(S(=O)(=O)N2CCOCC2)cc1C(=O)Nc1ccon1,106,-0.3,-4,104,1.2,-3,-3,-14,0.5,14
Nc1ncc(Br)cc1S(=O)(=O)NCCC(=O)N1CCN(c2ccccn2)CC1,100,0.5,7,93,1,3,-13,-17,0.9,17
CN(C)CCN1C(=O)C2C3C=CC(C3)C2C1=O (stereo unspecified),105,0.2,4,95,1.4,-3,-5,1,0.1,-1
CC(=O)Nc1ccc(S(=O)(=O)N2CCN(c3cc(C)ccc3C)CC2)cc1,100,0.2,-6,106,0.79,1,-12,2,4.0,-2
COCCCNc1ccnc2c(Cl)cccc12,92,-0.3,6,93,1.1,16,2,30,-1.4,-4
COc1ccc(Oc2nc(C)cc(C)c2S(=O)(=O)c2ccc(C)cc2)cc1,110,-0.1,-3,103,1.2,-4,-2,12,3.1,-12
